NPSR antag = qHTS Assay for Antagonists of the Neuropeptide S Receptor: cAMP Signal Transduction | Potency, µM (doses to about 38.3 µM), for inactives: top-dose activity change, negative = inhibition, most hits filed as inhibitors | AID 1461, 2008 | actives 1% (n = 220,000) | Q6W5P4 | CHO-NPSR cells, cAMP TR-FRET, antagonist mode; note: potency is the fitted concentration of half-maximal effect; % is set by controls: 0 for no effect and ±100 for the full control effect; nearly all actives have a fitted effect of over 50% in size; many of its hits are not listed in these tables
Target sequence (Q6W5P4 whole entry, looked up): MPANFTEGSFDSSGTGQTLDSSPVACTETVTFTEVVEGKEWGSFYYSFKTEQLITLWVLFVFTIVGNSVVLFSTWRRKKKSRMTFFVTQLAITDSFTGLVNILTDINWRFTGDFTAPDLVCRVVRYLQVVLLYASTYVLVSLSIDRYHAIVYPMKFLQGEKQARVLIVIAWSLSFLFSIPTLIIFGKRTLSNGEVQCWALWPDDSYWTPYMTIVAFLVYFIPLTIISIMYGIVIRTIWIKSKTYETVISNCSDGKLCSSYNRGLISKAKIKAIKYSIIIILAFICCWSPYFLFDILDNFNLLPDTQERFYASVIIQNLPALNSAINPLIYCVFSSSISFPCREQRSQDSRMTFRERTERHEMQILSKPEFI
KinaseGlo FLuc = Counterscreen for Luciferase (Kinase-Glo TM) Inhibition; Luciferin 4-monooxygenase (Photuris pensylvanica), Q27757; Kinase-Glo luciferase, ATP luminescence, 8 min; Potency, µM (highest dose often 38.3 µM), without a hit: top-dose activity change, negative = inhibition, usual class: inhibitors; actives 0.28% (n = 200,000); AID 1379, 2008; note: potency is the fitted concentration of half-maximal effect; % is set by controls: 0 for no effect and ±100 for the full control effect; nearly all actives have a fitted effect of over 60% in size
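Compound is pinned into ATP-containing buffer (10 uM ATP, imidazole pH 7.2, 7 mM MgCl2). Kinase-Glo luciferase reagent is then added. Light output is recorded following an 8-min room-temperature incubation.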
HTT aggregate = qHTS Multiplex Assay to Identify Dual Action Probes in a Cell Model of Huntington: Aggregate Formation (GFP); PC12 HttQ103-GFP aggregates, Acumen cytometry, 40 h; Potency, µM (highest dose often 46.1 µM), inactives show top-dose activity change, negative = inhibition, most hits filed as inhibitors; actives 1.1% (n = 220,000); AID 1688, 2009; note: potency is the fitted concentration of half-maximal effect; % is set by controls: 0 for no effect and ±100 for the full control effect; nearly all actives have a fitted effect of over 60% in size
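Aggregate formation scored by laser-scanning cytometer (488 excitation, 500–530 emission) in lysed PC12 cells expressing Q103-GFP after 100 nM tebufenozide induction; library tested in dose series, with ATPLite reagent added in the multiplex.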
IMPase Li cell = qHTS Assay for Identifying the Cell-Membrane Permeable IMPase Inhibitors: Potentiation with Lithium; CHO-M1 cells, IP1 TR-FRET (IP-One), carbachol + lithium; AID 1457, 2008; Potency, µM (titrated, usually from 59.4 µM), without a hit: top-dose activity, negative = IMPase inhibition, hits mostly inhibitors; actives 0.35% (n = 210,000);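 note: IP1 builds up when IMPase is blocked and the TR-FRET signal falls; potency is the fitted concentration of half-maximal effect; plate controls were basal vehicle for no effect and high inhibitor control for full effect; nearly all actives have a fitted effect of over 50% in size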
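Concentration–response in CHO-M1 cells, lithium-potentiated; 30 min at 37C. IP1 detected by competitive TR-FRET after 10 min lysis at RT. Hill-fitted AC50.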
Lamin A splicing = qHTS Assay for Modulators of Lamin A Splicing. HeLa LMNA splicing GFP/RFP minigene ratio, 48 h. actives 0.01% (n = 200,000). Potency, µM (titrated, usually from 46.1 µM), for inactives: at the top dose ratio change, negative = inhibition, hits mostly inhibitors; active = well fitted inhibition curve with a large enough effect in the signal ratio, with a control signal flat, not every such curve was filed as active; inconclusive = small, poorly fitted or top-dose-only effect, or effect the other way, or a change in a side signal; the % refers to the signal ratio; note: potency is the fitted concentration of half-maximal effect; % is set by controls: 0 for no effect and ±100 for the full control effect
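S3 HeLa stable clones carrying a lamin A-EGFP splicing minigene plus DsRed2 were seeded at 600 cells/well in Opti-MEM with 2% FBS, pin-dosed and incubated 48 h at 37°C. Acumen cytometry (488 nm) gave the GFP/RFP total-intensity ratio.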
CBFb-RUNX1 inh = qHTS Assay for Compounds Blocking the Interaction Between CBF-beta and RUNX1 for the Treatment of Acute Myeloid Leukemia; Runt-related transcription factor 1 (Homo sapiens) + Core-binding factor subunit beta …; AlphaScreen CBFb-His/RUNX1-biotin binding, biochemical; Potency, µM (titrated, usually from 59.8 µM), inactives show top-dose activity, negative = inhibition, usual class: inhibitors; 230,000 tested, under 10 active; note: % of control where 0% means no effect
Target sequence (Q01196 whole entry, looked up): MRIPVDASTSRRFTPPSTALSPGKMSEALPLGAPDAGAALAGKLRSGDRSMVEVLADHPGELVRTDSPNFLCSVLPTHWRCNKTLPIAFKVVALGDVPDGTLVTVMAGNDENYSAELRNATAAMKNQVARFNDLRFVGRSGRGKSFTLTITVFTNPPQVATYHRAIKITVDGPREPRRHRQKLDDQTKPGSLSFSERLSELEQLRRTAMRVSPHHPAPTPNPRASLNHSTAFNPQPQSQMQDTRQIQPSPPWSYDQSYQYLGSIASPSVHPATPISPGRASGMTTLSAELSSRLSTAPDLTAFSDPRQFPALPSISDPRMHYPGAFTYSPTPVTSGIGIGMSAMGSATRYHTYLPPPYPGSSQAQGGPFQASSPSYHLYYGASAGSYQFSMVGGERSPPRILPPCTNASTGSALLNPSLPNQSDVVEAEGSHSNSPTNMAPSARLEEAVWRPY
Target sequence (Q13951 whole entry, looked up): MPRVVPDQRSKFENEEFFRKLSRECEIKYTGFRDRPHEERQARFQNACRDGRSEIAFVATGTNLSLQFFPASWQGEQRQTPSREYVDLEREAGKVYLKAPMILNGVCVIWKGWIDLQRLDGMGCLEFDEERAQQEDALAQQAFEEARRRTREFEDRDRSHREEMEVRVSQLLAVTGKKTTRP
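Compounds were screened at multiple concentrations against a preformed CBF-beta(His)/RUNX1(biotin) complex (30 nM of each) for 15 min at room temperature, followed by 90 min with nickel and streptavidin beads and AlphaScreen reading.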
Epigenetic reg = Quantitative High-Throughput Screen for Regulators of Epigenetic Control; murine LDR cells, GFP reporter derepression, 30 h; Potency, µM (doses to about 53.9 µM), inactives show at the highest dose GFP activation, most hits filed as activators; actives 0.2% (n = 280,000); AID 1865, 2009; note: potency is the fitted concentration of half-maximal effect; % of control where 0% means no effect; nearly all actives have a fitted effect of over 60% in size
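Reporter derepression read as number of fluorescent GFP-positive objects, 20-120 um in size, counted by laser-scanning cytometer. Mouse LDR line with an epigenetically silenced CMV-GFP locus; compound incubation 30 h, 37 C.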
* hit, by the source's call; u = inconclusive; x = no result given; [ ] = dose if it differs, or a comment. Unless noted, calls come from the whole dose curve; as a rule, active = well fitted curve in the direction sought with a large enough effect; inconclusive = small, poorly fitted or top-dose-only effect, or another doubt; inactive = no such curve, though single readings can be large; an effect the other way counts as inactive or inconclusive. Some of the compounds tested (hit frequency here may not be typical).

SMILES	NPSR antag	KinaseGlo FLuc	HTT aggregate	IMPase Li cell	Lamin A splicing	CBFb-RUNX1 inh	Epigenetic reg
CC(C)C[C@H](N)c1cn([C@@H](Cc2cc3ccccc3[nH]2)C(=O)N2CCNCC2)nn1	-26%	x	-6%[9.22 µM]	2%	x	8%	7.0%
Cc1nc(NC(=O)CSc2nnc(-c3ccccc3)c(-c3ccccc3)n2)c(Cl)cc1Cl	-12%	-4%	-26%	11%	u	-30%	0.0%
CCCCSc1nc(O)cc(=O)n1CC	-3%	1%	-3%	6%	u	2%	-0.4%
O=C(c1cc(C(=O)N2CCOCC2)c2nc3ccccc3n2c1)c1cc(Cl)cc(Cl)c1O	-34%	x	6%[9.22 µM]	x	x	7%	-0.6%
Cn1c(=O)n(C)c2cc([N+](=O)[O-])c(N3CCN(S(=O)(=O)c4ccc(C(C)(C)C)cc4)CC3)cc21	17%[46.1 µM]	-3%	13µM*	17%[38.3 µM]	1%	-1%	2.2%
CCCCOP(=O)(OCCCC)C(O)c1ccc(N(C)C)cc1 (configuration not stated)	2%	x	-6%[9.22 µM]	x	x	9%	0.0%
COc1ccccc1/C=C/C1(C(=O)NC2CCCC2)CC(=O)N1c1ccc(F)cc1 (configuration not stated)	u	-1%	3%	11%	-10%	15%	0.0%
CN(c1ccccc1)S(=O)(=O)c1cccc(NC(=O)COC(=O)C2CCCCC2)c1	2%	x	10%[9.22 µM]	x	x	5%	0.1%
C=CCn1c(SCCC#N)nnc1-c1ccncc1	-3%[46.1 µM]	-6%	u	11%[38.3 µM]	6%	1%	-0.9%
NC(=O)c1cc2ccccc2oc1=NCc1ccccc1	-10%[46.1 µM]	-1%	-9%	21%[38.3 µM]	-4%	-5%	-1.2%
COc1ccc(C2=NN(C(N)=S)C(c3ccco3)C2)cc1 (configuration not stated)	-26%	1%	13%	0%	-15%[46 µM]	-20%	-2.5%
Cc1cccc(NC(=O)c2nc[nH]c2C(=O)N[C@@H](C)C(=O)OC(C)(C)C)c1	-27%	x	2%[9.22 µM]	x	x	16%	6.2%
Brc1ccc(-c2ccc(/C=N/Nc3nncc(-c4ccccc4)n3)o2)cc1	8%[46.1 µM]	-3%	1%	15%[38.3 µM]	9%	0%	0.0%
COc1cc(OC)c2c(=O)c(-c3ccccc3)coc2c1	x	-6%	x	1%	-2%	x	-2.5%
Cc1ccc(C(=O)/C=C/c2ccc(Br)cc2)o1	-12%[46.1 µM]	-6%	14%	1%[38.3 µM]	u	6%	-0.9%
COC(=O)c1nc2nc(C)cc(=O)n2[nH]1	-2%[46.1 µM]	0%	-4%	8%[38.3 µM]	0%	2%	0.0%
Cc1cc(NC(=O)CN2C(=O)NC3(CCCCC3C)C2=O)no1 (configuration not stated)	22%	-5%	9%	-11%	u	-1%	1.0%
CCOC(=O)/C(C#N)=C/c1ccc(OCC(=O)Nc2ccc(OC)cc2)c(OC)c1	-30%[46.1 µM]	8%	-10%	-6%	-6%	17%	-0.9%
CC(=O)/C(=N/Nc1ccccc1)Sc1nnc(C(O)c2ccccc2)n1-c1ccccc1 (configuration not stated)	-1%	4%	1%	-1%	-10%	-1%	-1.1%
Cn1c(SCc2ccccc2F)nnc1-c1ccccn1	24%	-5%	12%	10%	x	11%	2.4%
NC(N)=N/N=C/c1ccc(OCc2ccccc2)cc1	3%[46.1 µM]	x	-15%	x	u	3%	-1.0%
Cn1nc(C(=O)NC2CCCCCC2)ccc1=O	-3%[46.1 µM]	2%	1%	-9%[38.3 µM]	14%	10%	-2.6%
CCS(=O)(=O)n1nc(-c2ccc(OC)cc2)nc1N	-12%	-1%	23%[9.22 µM]	0%	x	-3%	-0.7%
COc1cc(C(=O)NCc2ccc(F)cc2)cc(Cl)c1OC	6%	2%	-8%	-3%	-3%	15%	5.8%
CCOC(=O)/C=C1\SCC(=O)N1CC(=O)Nc1cccc(F)c1	8%	5%	2%	0%	u	-9%	1.1%
Cc1cc(CSc2ccccc2)ccc1NC(=O)c1cccc([N+](=O)[O-])c1	-1%[46.1 µM]	0%	13%	7%[38.3 µM]	8%	3%	0.2%
CCC(Sc1n[nH]c(=O)[nH]c1=O)C(=O)OCc1ccccc1 (configuration not stated)	-8%[46.1 µM]	2%	4%	13%[38.3 µM]	-4%	8%	3.2%
CC(NS(=O)(=O)c1ccc(Br)cc1)C(=O)NCc1ccc2c(c1)OCO2 (configuration not stated)	7%	1%	8%	7%	x	4%	-0.1%
Cc1ccccc1C(=O)O/N=C(\N)c1ccncc1	10%	-22%	5%	-11%	-4%	8%	-1.0%
O=C(CCCCn1c(=O)[nH]c2ccccc2c1=O)NCCc1c[nH]c2ccccc12	1%	-3%	14%	4%	9%	4%[2.36 µM]	-4.1%
CCOC(=O)CNC(=O)CSc1nnc(NC(=O)c2ccccc2Cl)s1	3%	-8%	14%	-3%	x	6%	0.0%
C/C(=N\Nc1ccc(Cl)cc1)c1ccccn1	-4%[46.1 µM]	-2%	-19%	40%[38.3 µM]	7%	0%	0.8%
Cn1cccc1CC(=O)N/N=C\c1ccccc1	9%	0%	16%	-3%	u	-15%	-1.5%
CC(=O)C1=C(C)NC(SCc2ccc(C#N)cc2)=C(C#N)C1c1ccco1 (configuration not stated)	-6%	3%	16%	2%	u	3%	-1.9%
CC(C)C(NC(=O)C1CCCCC1)C(=O)Nc1ccccn1 (configuration not stated)	5%[46.1 µM]	0%	-7%	-2%[38.3 µM]	-1%	3%	0.0%
Cc1nonc1CN(C)C(=O)CC1C(=O)NCCN1Cc1ccccc1C(F)(F)F (configuration not stated)	11%	-1%	-7%[9.22 µM]	5%	x	1%	1.0%
Cc1oc(-c2ccc3c(c2)OCCO3)cc1C(=O)O	u	13µM*	-18%	-10%[38.3 µM]	8%	-9%	-1.2%
Cn1c(=O)c2c(ncn2CC(=O)NCc2cccnc2)n(C)c1=O	28%[46.1 µM]	2%	11%	-27%[38.3 µM]	u	-2%	-2.4%
O=C(NC1CC1)C1CCCN(C(=O)NC2CCCCC2)C1 (configuration not stated)	22%	1%	11%	1%	x	3%	0.1%
Cc1ccc(OCC(=O)N(C)Cc2ccccc2)c([N+](=O)[O-])n1	9%[46.1 µM]	x	9%	x	-18%	0%	-0.9%

Reformatted as labelled records: entries from further up.
Cn1nc(C(=O)NC2CCCCCC2)ccc1=O
- NPSR antag: -3%[46.1 µM]
- KinaseGlo FLuc: 2%
- HTT aggregate: 1%
- IMPase Li cell: -9%[38.3 µM]
- Lamin A splicing: 14%
- CBFb-RUNX1 inh: 10%
- Epigenetic reg: -2.6%

Cc1oc(-c2ccc3c(c2)OCCO3)cc1C(=O)O
- NPSR antag: u
- KinaseGlo FLuc: 13µM*
- HTT aggregate: -18%
- IMPase Li cell: -10%[38.3 µM]
- Lamin A splicing: 8%
- CBFb-RUNX1 inh: -9%
- Epigenetic reg: -1.2%

Later entries.
SMILES	NPSR antag	KinaseGlo FLuc	HTT aggregate	IMPase Li cell	Lamin A splicing	CBFb-RUNX1 inh	Epigenetic reg
CC(Oc1ccc(Cl)cc1)c1ccn[nH]1 (configuration not stated)	17%	-3%	-6%[9.22 µM]	-2%	3%[46 µM]	3%	-1.3%
Cc1ccccc1OCCCCn1cnc2ccccc21	-4%[46.1 µM]	19%	7.1µM*	31%[38.3 µM]	u	0%	-0.3%
O=c1c(Cc2ccc(Cl)cc2)c(O)ccn1Cc1ccccc1	-7%[46.1 µM]	2%	u	31%[38.3 µM]	u	6%	1.2%
CN(CCOc1ccccc1)C(=O)c1ccc(OC2CCN(C(=O)C3CC3)CC2)cc1	10%	-2%	8%[9.22 µM]	8%	x	7%	-1.3%
CC(=O)c1ccc(N2CCC(c3cc(-c4ccc(Cl)cc4Cl)n[nH]3)CC2)c([N+](=O)[O-])c1	-28%[46.1 µM]	-4%	u	20%[38.3 µM]	u	u	-1.3%
N#Cc1c(Nc2ccc(F)cc2)sc(C(=O)c2ccccc2)c1N	-16%	1%	u	15%	-15%	-2%	-0.9%
COc1ccccc1NC(=O)c1ccc(Cl)c(S(=O)(=O)N2CCOCC2)c1	-4%[46.1 µM]	x	9%	x	u	-2%	-6.4%
CCCOc1ccc(-c2c(C(=O)N/N=C/c3ccc(C)cc3)nnn2-c2nonc2N)cc1	-39%	x	-8%[9.22 µM]	x	x	9%	2.7%
Cc1ccc(-n2nc(-c3ccco3)cc2C(=O)O)c(C)c1	-2%	-1%	7%	9%	2%[46 µM]	u	-1.6%
O=C(/C=C/c1ccc(Cl)cc1Cl)c1cccnc1	0%[46.1 µM]	x	9%	x	u	5%	2.1%
COc1cc(OC)cc(C(=O)Nc2ccc(S(=O)(=O)Nc3nc(C)cc(C)n3)cc2)c1	-12%	-1%	x	4%	x	-1%	1.1%
Nc1ccc(C#Cc2ccccc2)cc1	-8%[46.1 µM]	4%	0%	-11%[38.3 µM]	6%	1%	0.8%

Among those listed so far, these contain an aryl methoxy group:
SMILES	NPSR antag	KinaseGlo FLuc	HTT aggregate	IMPase Li cell	Lamin A splicing	CBFb-RUNX1 inh	Epigenetic reg
COc1ccccc1/C=C/C1(C(=O)NC2CCCC2)CC(=O)N1c1ccc(F)cc1 (configuration not stated)	u	-1%	3%	11%	-10%	15%	0.0%
COc1ccc(C2=NN(C(N)=S)C(c3ccco3)C2)cc1 (configuration not stated)	-26%	1%	13%	0%	-15%[46 µM]	-20%	-2.5%
COc1cc(OC)c2c(=O)c(-c3ccccc3)coc2c1	x	-6%	x	1%	-2%	x	-2.5%
CCOC(=O)/C(C#N)=C/c1ccc(OCC(=O)Nc2ccc(OC)cc2)c(OC)c1	-30%[46.1 µM]	8%	-10%	-6%	-6%	17%	-0.9%
CCS(=O)(=O)n1nc(-c2ccc(OC)cc2)nc1N	-12%	-1%	23%[9.22 µM]	0%	x	-3%	-0.7%
COc1cc(C(=O)NCc2ccc(F)cc2)cc(Cl)c1OC	6%	2%	-8%	-3%	-3%	15%	5.8%
COc1ccccc1NC(=O)c1ccc(Cl)c(S(=O)(=O)N2CCOCC2)c1	-4%[46.1 µM]	x	9%	x	u	-2%	-6.4%
COc1cc(OC)cc(C(=O)Nc2ccc(S(=O)(=O)Nc3nc(C)cc(C)n3)cc2)c1	-12%	-1%	x	4%	x	-1%	1.1%

Compound activity (PubChem BioAssay)
